Source: PubChem BioAssay
FBW7 act = FBW7 E3 ligase activators, primary screen, biochemical, AlphaScreen, human | F-box/WD repeat-containing protein 7 (Homo sapiens), Q969H0 | AID 1259310, 2017 | AlphaScreen FBW7–phospho-cyclin E peptide binding, activator screen | normalized activity (activation), % at 26.1 µM | hit rate 0.13% among 650,000; in the data active means normalized activity above about 1.9%;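 further: purified mutant Fbw7 with reduced substrate affinity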
MITF primary = MITF inhibitors, primary screen, biochemical, AlphaScreen, human. Microphthalmia-associated transcription factor (Homo sapiens), O75030. AlphaScreen MITF homodimerization, bead proximity signal. inhibition, % at 2.6 µM. hit rate 0.91% among 650,000. AID 1259374, 2018; in the data active means inhibition above about 50%;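 further: 0% = vehicle wells with protein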
Target sequence (O75030 whole entry, looked up): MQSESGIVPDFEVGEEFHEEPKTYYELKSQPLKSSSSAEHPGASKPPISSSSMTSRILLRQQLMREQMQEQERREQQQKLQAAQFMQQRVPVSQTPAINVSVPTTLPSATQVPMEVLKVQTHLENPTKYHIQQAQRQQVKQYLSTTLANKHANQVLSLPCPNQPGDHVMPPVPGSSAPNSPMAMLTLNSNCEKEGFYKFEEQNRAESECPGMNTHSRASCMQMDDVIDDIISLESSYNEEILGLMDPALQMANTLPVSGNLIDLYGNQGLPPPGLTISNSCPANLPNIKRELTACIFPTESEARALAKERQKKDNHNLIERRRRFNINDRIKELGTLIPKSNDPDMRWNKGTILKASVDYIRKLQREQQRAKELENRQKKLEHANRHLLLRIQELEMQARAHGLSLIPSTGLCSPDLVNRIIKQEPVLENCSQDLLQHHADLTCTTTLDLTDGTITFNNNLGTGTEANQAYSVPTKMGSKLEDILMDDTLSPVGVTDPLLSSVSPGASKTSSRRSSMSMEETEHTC
GPR151 ag = activators of human GPR151, primary screen, cell-based, PathHunter beta-arrestin, luminescence; AID 1508602, 2020; activation, % at 11.2 µM; PathHunter beta-arrestin GPR151 cells; hit rate 1% among 650,000; in the data active means activation above about 4.9%;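 further: 0% = median of compound wells and 100% = cells with positive control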
Target sequence (Q8TDV0 whole entry, looked up): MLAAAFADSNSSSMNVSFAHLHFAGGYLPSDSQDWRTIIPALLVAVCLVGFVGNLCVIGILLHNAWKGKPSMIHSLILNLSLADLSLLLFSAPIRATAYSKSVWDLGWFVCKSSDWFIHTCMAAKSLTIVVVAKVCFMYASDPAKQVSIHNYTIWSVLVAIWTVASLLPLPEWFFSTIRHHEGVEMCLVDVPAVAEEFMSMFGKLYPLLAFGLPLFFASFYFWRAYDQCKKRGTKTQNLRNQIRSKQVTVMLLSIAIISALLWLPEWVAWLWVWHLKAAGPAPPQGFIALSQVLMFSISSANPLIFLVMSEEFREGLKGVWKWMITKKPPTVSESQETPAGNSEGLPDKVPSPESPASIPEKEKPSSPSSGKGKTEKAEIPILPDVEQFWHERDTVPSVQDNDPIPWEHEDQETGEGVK
TEAD-YAP block = TEAD-YAP interaction inhibition, primary screen, TEAD-YAP interaction inhibitor project, luminescence, HEK-TIYL cells | TEAD-Gal4/YAP UAS-luciferase luminescence | inhibition, % at 9.12 µM | hit rate 1.4% among 640,000; in the data active means inhibition above about 32%;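 further: 0% = median of test compound wells and 100% = reference inhibitor wells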
Starred values were filed as active, the others as inactive.

Each structure is followed by: FBW7 act, MITF primary, GPR151 ag, TEAD-YAP block
COc1ccc(C)cc1NC(=O)CN(Cc1ccccc1)S(=O)(=O)c1ccc(OC)c(OC)c1
→ 0.0, -15, 0.7, 6
O=C(N1CCN(Cc2ccc3c(c2)OCO3)CC1)C12CC3CC(CC(C3)C1)C2
→ -0.2, 26, -1.1, 6
Cc1ccc(C2=N/C(=C\c3sccc3C)C(=O)O2)cc1C
→ 0.1, 14, 1.0, 1
COc1ccc(CNc2c(-c3ccccc3)c(=O)c2=O)cc1
→ -0.1, 3, -1.8, -7
CS(=O)(=O)N1CCC(C(=O)N2CCN(c3ccc(-c4ccco4)nn3)CC2)CC1
→ -0.3, 7, 1.1, -3
Cc1nnc(N/N=C/CCc2ccccc2)[nH]c1=O
→ -0.9, 11, 1.0, -3
O=C(CSc1nc2ccccc2c(=O)n1CC1CCC(C(=O)NCc2ccco2)CC1)c1ccccc1 (stereo unspecified)
→ 1.0, 3, -1.2, 7
CN(Cc1ccccc1)CN1C(=O)NC(C)(c2ccccc2)C1=O (stereo unspecified)
→ 0.6, 9, -0.6, 3
CC(C)CC(NC(=O)OC(C)(C)C)C(=O)NC(CC(C)C)C(=O)N1CCCC1C(N)=O (stereo unspecified)
→ 0.1, 10, -0.6, 8
CCOC(=O)c1ccc2c(c1)C(=O)N(c1ccc(C)cc1)C2=O
→ 0.0, 12, 0.5, 8
COc1ccc(C2CC(=O)C3=C(C2)Nc2ccccc2NC3c2ccc(F)c(Br)c2)cc1 (stereo unspecified)
→ 0.0, 15, 0.2, -1
CCOC(=O)NNC(=S)Nc1ccc(OC(F)F)cc1
→ 0.5, 21, -0.3, -1
Cc1cnc(NC2CCC(O)CC2)nc1NC1CC1 (stereo unspecified)
→ 0.1, 17, -2.0, 1
CC1(C)CC(NC(=O)CC#N)CC(C)(C)N1
→ -0.1, 17, -1.2, -1
CC(=O)NC(=O)c1cc2ccc(OC(C)=O)cc2oc1=Nc1ccc(C(C)=O)cc1
→ 0.2, 5, 0.8, 26
CCc1nn(CC(=O)Nc2ccc(OCc3ccccc3)cc2)c(=N)s1
→ 0.2, 20, -0.4, 16
CCC(Oc1ccccc1)C(=O)N1CCCCCC1 (stereo unspecified)
→ -0.1, -7, 3.1, 2
Cc1ccc(C(=O)Nc2ccc(F)c(Cl)c2)cc1[N+](=O)[O-]
→ -0.1, 1, 0.4, -40
NC1=[N+](CC(=O)c2ccc(Cl)cc2)Cc2ccccc21
→ -0.1, 0, -6.8, -13
CC1=C(C(=O)OCC2CCCO2)C(c2ccccc2C)CC(=O)N1 (stereo unspecified)
→ 0.1, -4, -0.4, 3

An excerpt from further up:
Each structure is followed by: FBW7 act, MITF primary, GPR151 ag, TEAD-YAP block
CC1(C)CC(NC(=O)CC#N)CC(C)(C)N1
→ -0.1, 17, -1.2, -1
CC(=O)NC(=O)c1cc2ccc(OC(C)=O)cc2oc1=Nc1ccc(C(C)=O)cc1
→ 0.2, 5, 0.8, 26

Going on with the list.
Each structure is followed by: FBW7 act, MITF primary, GPR151 ag, TEAD-YAP block
N#Cc1ccc(NC(=O)CN2C(=O)C3CCCN3C(=O)c3ccccc32)cc1 (stereo unspecified)
→ 0.2, 72*, -0.2, -8
CN1C(=O)C(=Cc2ccc(Br)s2)C(=O)N(C)C1=O
→ 0.0, -3, 2.1, -1
Cc1ccc(NC(=O)COC(=O)CNC(=O)c2ccc([N+](=O)[O-])c(C)c2)c([N+](=O)[O-])c1
→ -0.1, 0, -0.9, 3
COc1ccc(S(=O)(=O)N2CCN(c3c(Cl)cccc3[N+](=O)[O-])CC2)cc1OC
→ -0.2, -2, -1.2, 2
CCc1c(C)nc2nncn2c1NC1CC1
→ -0.1, 2, -2.2, -11
O=C(Oc1ccc(F)cc1)c1cc([N+](=O)[O-])ccc1Cl
→ 0.1, 15, -0.3, -6
CN(C(=O)C1CCN(C(=O)c2ccco2)CC1)C(c1ccc(F)cc1)c1ccccn1 (stereo unspecified)
→ 0.7, 16, -0.5, 10
O=C(NCC1CCC2(CCN(C(=O)Cc3cccc(F)c3)CC2)O1)c1ccccc1F (stereo unspecified)
→ -0.1, -16, 4.6, 7
Fc1ccc(CN2CCC(c3nc4ccccc4[nH]3)CC2)cc1
→ 0.1, 7, 1.5, 3
Cc1ccc(CC(=O)NCCc2ccc(F)cc2)cc1
→ 0.1, -12, 0.1, -22
Cc1ccc(S(=O)(=O)c2ccccc2)cc1S(=O)(=O)N1CCCCC1
→ 0.3, -8, 0.7, 20
O=C(CSc1ccncc1)N1CCc2c(nc(N3CCCC3)[nH]c2=O)C1
→ 0.8, 16, 1.9, 5
CCCCc1ccc(NC(=O)CSc2nncc(=O)n2N)cc1
→ -0.1, 1, -0.3, 7
c1ccc(Nc2nc(NC3CC3)c3ncn(-c4ccsc4)c3n2)cc1
→ 0.1, 1, -1.2, 49*
O=C(O)c1ccc2c(c1)N=C(N1CCC3(CC1)OCCO3)c1ccccc1S2
→ 0.0, 7, 1.7, 4
Cc1cccnc1C(NC(=O)C1CCN(C(=O)OCC(C)C)CC1)c1cccs1 (stereo unspecified)
→ 0.2, 10, -0.7, 7
O=C(Cc1ccccc1)Nc1ccnn1C1CCN(Cc2nc3c(s2)CCCC3)CC1
→ 0.1, 12, -0.1, 18
CC(C)NS(=O)(=O)c1ccc(CCC(=O)Nc2cccc(Br)c2)cc1
→ 0.1, -3, -0.8, -1
Cc1cnc(C(=O)Nc2ccc(S(=O)(=O)NC(C)C)cc2)cn1
→ 0.0, 4, -0.7, 1
CCC(C)c1ccc(C(C)NC(=O)/C=C\C(=O)O)cc1 (stereo unspecified)
→ 0.3, -20, 0.1, -2
COc1ccc(Cl)cc1-n1cnc2cc(C(=O)NCC3CCCO3)ccc21 (stereo unspecified)
→ 0.0, -7, -0.3, -9
Cc1ncc2c(N3CCNC(=O)CC3)nc3ccccc3n12
→ -0.1, -1, -2.9, -3
Cn1c(SCC(=O)NC2CCCC2)nnc1-c1ccccc1
→ 0.2, 10, 0.6, 1
CC1=C(C(=O)OC2CCCC2)C(c2ccccc2I)NC(=O)N1C (stereo unspecified)
→ 0.1, 7, -0.5, -12
Cc1cc(Nc2ccc3c(c2)OCO3)nc(NCCN2CCOCC2)n1
→ 0.0, 24, -2.9, -11
Cc1ccc(N(CC(=O)NCCc2ccccc2)C(=O)CCC(=O)Nc2ccccn2)cc1
→ 0.1, 13, -1.0, 19
CCCC(=O)C1=C(SCC)CC(C)(C)C(C(=O)OC)C1=O (stereo unspecified)
→ -0.2, 6, 0.5, -2
CCCN(CCC)S(=O)(=O)c1ccc(C(=O)Nc2c3c(nn2C(C)(C)C)CSC3)cc1
→ 0.0, 11, -1.3, 3
CCN1CCN(Cc2c(O)ccc3c(=O)c(-c4ccccc4Cl)coc23)CC1
→ -0.1, -5, -0.8, 4
COc1ccc(C=O)cc1OCCl
→ 0.3, 13, -0.1, 2

Remaining list, next part.
Structure,FBW7 act,MITF primary,GPR151 ag,TEAD-YAP block
Cc1ccc(C(=O)Oc2ccc(/C=N/NC(N)=O)cc2)cc1,0.2,2,-0.4,-4
COC(=O)c1ccc(-n2c(C)cc(C=C(C#N)C#N)c2C)cc1,-0.2,-4,2.2,-12
CCOc1cc(CNC(C)c2ccccc2)c(Br)cc1OCCO (stereo unspecified),0.1,-4,-1.1,-3
O=C(NCc1cccs1)c1ccc2c(c1)[nH]c(=S)n1c3ccccc3nc21,0.2,4,1.9,2
CC(=O)C1=NN(c2ccccc2C)C2C(=O)N(c3ccc(C)cc3)C(=O)C12 (stereo unspecified),0.1,12,-0.2,-4
Nc1cccc2c1C(=O)c1c(oc3c1ccc1ccccc13)C2=O,-0.3,-3,-1.6,78*
CC(=O)Nc1ccc(NC(=O)/C(=C\c2cccnc2)NC(=O)c2ccccc2)cc1,0.1,12,-1.5,3
CCN1CN(Cc2ccccc2)CNC1=S,0.1,8,1.0,1
COc1ccc(-c2nnc(NC(=O)c3ccc(C(C)(C)C)cc3)s2)cc1,0.0,-6,-0.7,-2
COc1ccccc1C1CC(c2ccc(C)cc2)=NN1C(=O)CCC(=O)O (stereo unspecified),-0.1,16,-0.4,2
Cc1noc(C)c1-c1nc(Nc2ccc(N3CCOCC3)cc2)c2ncn(-c3ccsc3)c2n1,0.1,12,0.2,-6
CCCOc1ccc(-c2nc(=S)[nH][nH]2)cc1,-0.2,-10,0.1,-15
CS(=O)(=O)c1ccc(-c2cccc3c2OC(CNC(=O)c2cc(C4CC4)[nH]n2)C3)cc1 (stereo unspecified),-0.1,-11,1.0,2
C=CCn1c(N2CCC(C(=O)Nc3ncn[nH]3)CC2)nc2ccccc21,-0.2,0,-0.9,-2
Cc1ccc(-c2ccc(OC(=O)c3c(-c4ccccc4Cl)noc3C)c(C)c2)cc1,0.0,-1,0.6,3
COc1ccc(Cc2noc(-c3ccc(C)c([N+](=O)[O-])c3)n2)cc1,-0.1,6,0.5,-2
COC(=O)c1c(C)oc2cc(Br)c(OC(=O)c3ccccc3C)cc12,0.0,-6,0.4,6
O=C(O)CN1CCC(C(=O)O)CC1,0.3,0,0.6,3
CCOC(=O)c1c(NC(=O)CN2C(=O)NC(C)(c3ccccc3)C2=O)sc(C)c1C (stereo unspecified),0.1,-14,-2.7,11
O=C(Nc1ccc([N+](=O)[O-])cc1)C1CC(=O)N(C2CCCCC2)C1 (stereo unspecified),0.0,-8,1.1,-4
O=C(Nn1c(-c2cccs2)nc2ccccc2c1=O)c1ccc(Cl)c([N+](=O)[O-])c1,-0.1,-7,1.0,2
O=C(CNNC(=O)COc1cccc(Br)c1)NCc1ccc2c(c1)OCO2,0.3,6,2.3,11
O=C1CC(=O)CC(c2cccc(C(F)(F)F)c2)C1,-0.1,0,0.3,5
O=C(CCC1CCCN(C(=O)CCN2CCCCC2=O)C1)NCc1ccccc1F (stereo unspecified),0.0,11,0.8,-2
CCOC(=O)CSc1nnc(Nc2ccccc2)n1-c1ccccc1,-0.1,-3,0.2,10
CCCCOc1ccc(CON2C(=O)c3ccccc3C2=O)cc1,0.2,13,-0.5,8
CCCN1C(=O)C(O)(CC(=O)c2cccs2)c2ccccc21 (stereo unspecified),0.3,17,-1.1,9
Cc1ccc(-c2n[nH]c(=O)c3ccccc23)cc1S(=O)(=O)N(C)C,-0.1,5,-0.3,-7
Cc1cc(C)cc(N2C(=O)CS(=O)(=O)C2c2cccc(Br)c2)c1 (stereo unspecified),-0.5,-2,-0.2,8
CCOC(=O)CNC(=O)CSc1nnc2c3c4c(sc3nc(C3CC3)n12)CCCC4,-0.1,-7,-0.5,-11
CN(C)N1C(=O)/C(=C\c2cc3c(cc2Br)OCO3)SC1=Nc1ccccc1,0.0,-5,-1.1,-8
O=C(Nc1ccccc1)C1(c2ccc(F)cc2)CC1,0.1,5,-0.8,8
CC1CCCCN1S(=O)(=O)c1ccc(S(=O)(=O)N2CCCCC2C)cc1 (stereo unspecified),-0.1,-1,1.1,-11
COc1cc([N+](=O)[O-])cc(/C=N/NC(=O)c2cccc(NC(C)=O)c2)c1O,-0.8,35,-1.0,-2
Fc1ccccc1CCNC1CCN(Cc2ccccc2)CC1,0.0,41,-1.5,8
COC(=O)c1cc(Nc2nc(C)nc3sc(C)c(C)c23)cc(C(=O)OC)c1,0.0,-2,-0.3,6

A few values from the results shown:
For FBW7 act, CN1C(=O)C(=Cc2ccc(Br)s2)C(=O)N(C)C1=O shows 0.0
For GPR151 ag, COc1ccc(-c2nnc(NC(=O)c3ccc(C(C)(C)C)cc3)s2)cc1 shows -0.7
For GPR151 ag, CCOc1cc(CNC(C)c2ccccc2)c(Br)cc1OCCO (stereo unspecified) shows -1.1
For TEAD-YAP block, CCCC(=O)C1=C(SCC)CC(C)(C)C(C(=O)OC)C1=O (stereo unspecified) shows -2
For MITF primary, Cc1ccc(S(=O)(=O)c2ccccc2)cc1S(=O)(=O)N1CCCCC1 shows -8

More records
Structure,FBW7 act,MITF primary,GPR151 ag,TEAD-YAP block
CCOc1ccc(NC(=O)CSc2nc3ccsc3c(=O)n2CCc2ccc(Cl)cc2)cc1,-0.1,-6,-0.1,-5
CCNC(=S)N/N=C/c1cc(C)ccc1C,-0.1,10,-0.4,3
COCCCNC(=O)c1sc(=S)n(-c2ccccc2)c1N,0.3,15,4.3,1
CCC1CCCCN1C(=O)Cn1c(C(=O)OC)cc2sccc21 (stereo unspecified),0.1,4,0.7,10
O=C1c2ccccc2S(=O)(=O)N1CC(Br)C(Br)CCl (stereo unspecified),-0.1,-19,2.8,-7
Cc1ccccc1C(=O)NC1CCNCC1,0.1,1,2.0,3
O=C(CCc1csc(NC(=O)c2ccc(Cl)cc2)n1)NCCc1ccccc1,0.6,15,0.6,2
Cc1ccc(NNC2=NC(CO)(CO)COC2=O)cc1Cl,-0.2,6,-0.9,-4
CCOc1ccc(N2C(=O)C(Cl)=C(Nc3ccc(S(N)(=O)=O)cc3)C2=O)cc1,0.0,1,-0.5,8
Cc1ccc(/C=N/NC(=O)CNc2ccc(C)cc2)cc1,0.4,5,0.1,8
Cc1ccc(S(=O)(=O)c2nc(C)oc2NCc2ccccc2)cc1,0.0,14,0.6,2
Cc1[nH]c(-c2ccc(F)cc2)cc1C(=O)N1CCOCC1,0.1,-8,5.8*,-12
